Bioassay records from PubChem BioAssay.
ASK1 inh = human ASK1 kinase inhibition, primary screen; AlphaScreen MKK6 phosphorylation by ASK1, luminescence; actives 0.99% (n = 22,000); AID 1159602; Q99683; inhibition, % at 7.44 µM; in the data active = inhibition above about 35%;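 also: 0% = median of compound wells and 100% = no enzyme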
ULK1 primary = blocks human autophagy kinase ULK1 | O75385 | AlphaScreen Atg13 phosphorylation by ULK1, luminescence | inhibition, % at 5.96 µM | actives 1.9% (n = 30,000); in the data active = inhibition above about 43%;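 also: 0% = median of compound wells and 100% = no enzyme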
* hit, by the source's call; · = no result given.

SMILES	ASK1 inh	ULK1 primary
c1nc2nc(N3CCC(N4CCOCC4)CC3)nc(Nc3ccc4c(c3)OCO4)c2[nH]1	10	-1
COc1cc(NC(=O)Cc2cn(-c3ccc(Nc4cccc(N(C)C)c4)nn3)c3ccccc23)cc(OC)c1OC	20	16
O=C1CCCN1CCCNc1nccc(NCc2ccccc2)n1	-21	-5
O=C1CCCN1CCn1cnc2c(NCc3ccccc3)nc(Nc3nccc4ccccc34)nc21	-10	-3
CC(C)N(CCNC(=O)c1cccc(Oc2ccccc2)n1)C(C)C	-21	-1
O=C1c2cccc3c2[C@H](CCC3)CN1[C@@H]1CN2CCC1CC2	·	-11
CCCNC(=O)c1cnc(Nc2ccc3ncccc3c2)s1	-13	1
CC(=O)c1cccc(-c2cncc(C(=O)Nc3ccc(Oc4ccccc4)cc3)c2)c1	7	9
COc1cccc(CNC(=O)Nc2ccc(-c3cn[nH]c3)cc2N(C)CCN(C)C)c1	19	15
Cc1nn(C)c(C)c1-c1nc(NCc2nc3ccccc3[nH]2)c2ncn(CCN3CCCC3=O)c2n1	-17	-5
CC(=O)Nc1ccc(-c2ccnc(Nc3ccc(-n4cnc(-c5ccc(C)nc5)n4)cc3)n2)cn1	19	7
Nc1nc(Nc2ccccc2)cc(N2CCc3ccccc3C2)n1	-4	-8
O=C(CCl)Nc1ccc(CN2CCCC2)cc1	·	66*
CC1CS(=O)(=O)CCN1/N=C/c1ccc([N+](=O)[O-])o1 (centres undefined)	·	8
c1cnc(N2CCC(c3c[nH]c4ccccc34)CC2)nc1	·	-37
c1ccc(Nc2nc(-c3csc4ccccc34)nc3c2ncn3C2CCCCC2)cc1	-12	-6

Pulled by structure from above, 2 records:
SMILES	ASK1 inh	ULK1 primary
COc1cccc(CNC(=O)Nc2ccc(-c3cn[nH]c3)cc2N(C)CCN(C)C)c1	19	15
O=C(CCl)Nc1ccc(CN2CCCC2)cc1	·	66*

The listing continues:
SMILES	ASK1 inh	ULK1 primary
CN1CCN(c2ccc(-c3cc(C(=O)NCc4cccnc4)ccn3)cc2)CC1	15	1
CCCCCCCCCCCC(=O)OCC(O)CO (centres undefined)	·	-14
CCCN(CCC)S(=O)(=O)c1ccc(C)cc1	·	6
COc1cc(Nc2nc3ccc(C(=O)NCCOc4ccccc4)cc3s2)cc(OC)c1OC	-7	2
c1ccc2c(-c3nccc(Nc4ccc(N5CCOCC5)cc4)n3)csc2c1	38*	-8
Cn1c(=O)cc(NCc2ccccc2)n(Cc2ccccc2)c1=O	·	10
CCN(CC)C(=O)C1CCCN(c2nccc(NCCCN3CCCC3=O)n2)C1 (centres undefined)	-6	-10
C[N+](C)(C)CC[N+]1(C)Cc2c(Cl)c(Cl)c(Cl)c(Cl)c2C1	·	-7
O=C(NC1CC1)c1ccc(-c2nc(C(=O)Nc3ccc(N4CCOCC4)cc3)cs2)cc1	-1	8
Cc1cccc(NC(=O)c2ccc(Br)o2)c1C1=CCC2(CC1)OCCO2	13	3
O=S1(=O)OC(c2ccc(O)cc2)(c2ccc(O)cc2)c2ccccc21	·	9
Cn1nccc1Nc1ccc(N2CCC(C(=O)NCc3ccccc3)CC2)nn1	6	-10
O=C(Nc1ccc2[nH]ncc2c1)c1cccnc1Oc1ccccc1	-5	-9
CC(=O)Nc1ccc(-c2ccncc2)c(C(=O)Nc2ccc3[nH]ncc3c2)c1	16	-18
Cn1nccc1Nc1nccc(NC2CC2)n1	7	2
Cc1ncn(-c2ccc(Nc3ncc4cccc(-c5ccc(C#N)cc5)c4n3)cc2)n1	6	-2
Cc1ccc(-c2noc(C3CCNCC3)n2)cc1	·	-19
O=C(NCc1cccc(C(F)(F)F)c1)c1cnc(-c2ccc(N3CCOCC3)nc2)s1	-3	-8
CCn1c(=O)c(C(=O)NNC(=O)c2ccccc2Br)c(O)c2ccccc21	·	5
c1cc(-c2ccc3cnc(Nc4ccc(-n5cnc(N6CCOCC6)n5)cc4)nc3c2)[nH]n1	22	10
CCOC(=O)C1CCN(C(c2cccnc2)c2c(O)cc(C)n(Cc3ccco3)c2=O)CC1 (centres undefined)	·	1
CC(C)N(CCNc1cc(NCCN2CCOCC2)ncn1)C(C)C	-6	-4
c1ccc(-c2nc(NCCCN3CCOCC3)cc(-c3ccncc3)n2)cc1	·	8
COc1ccc(CCNc2cc(-c3c(C)noc3C)ncn2)cc1	-18	5
O=C(NCc1ccccc1)c1ccnc(N2CCc3ccccc3C2)c1	-5	6
CNC(=O)c1cnccc1Nc1cc(Nc2ccc3c(c2)CC(=O)N3)ncc1C(F)(F)F	-1	19
NC(=O)c1ccc2nc(Br)sc2c1	-2	2
CC(C)N(CCNC(=O)c1csc(-c2ccc(C(=O)N3CCN(C)CC3)cc2)n1)C(C)C	-3	6
COC(=O)C1=C(C)NC(C)=C(C(=O)OCCCN2CCC(c3ccccc3)(c3ccccc3)CC2)[C@@H]1c1cccc([N+](=O)[O-])c1	·	2
Cn1c(C(=O)O)cc2cc(Cl)ccc21	·	-3
CCN(CC)c1nc(NCCOc2ccccc2)nc(Oc2ccccc2)n1	-25	-12
CCC(C)(C)C(=O)O[C@H]1C[C@@H](C)C=C2C=C[C@H](C)[C@H](CC[C@@H]3C[C@@H](O)CC(=O)O3)[C@H]21	·	-14
CC[N+](CC)(CC(=O)Nc1c(C)cccc1C)Cc1ccccc1	·	3
COc1cc(Nc2nc(Nc3ccccc3)c3ncn(CCN4CCCC4=O)c3n2)cc(OC)c1OC	4	-5
COC(=O)CC(C)O (centres undefined)	·	5
CCN(CC)c1nc(Nc2ccc3c(c2)OCO3)nc(N2CCCC2CO)n1 (centres undefined)	17	-8
CCc1cc(=O)n(CC(=O)Nc2ccc(F)cc2)c(-n2nc(C)cc2C)n1	·	7
COc1ccc(CCNc2nc(OC)nc(-c3csc4ccccc34)n2)cc1	-1	-6
CC(=O)c1cccc(-c2cc(C(=O)NCc3nc4ccccc4[nH]3)ccn2)c1	-19	-3
CCN(CC)c1nc(Cl)nc(NCCN2CCOCC2)n1	-9	8
Cc1nn(C)c(C)c1-c1nc(NCCCN2CCCC2=O)c2ncn(C3CCCCC3)c2n1	4	-9
CCNc1ncc(C(=O)Nc2ccccc2)s1	-11	-1
Cc1ccc(C(C/C(=C\c2cccnc2)C[Si](C)(C)C)NC2CC2)o1 (centres undefined)	9	-3
CCOC(=O)N1CCN(c2cc(-c3cncc(-c4cccs4)c3)nc(C)n2)CC1	·	-4
CC(C)N(CCNC(=O)c1cncc(-c2ccccc2)c1)C(C)C	-15	7
c1ccc(CNc2nc(-c3ccccc3)nc3c2ncn3-c2ccccc2)cc1	4	6
COc1cc(-c2cn[nH]c2)ccc1C(=O)NCc1cccs1	6	8
Cc1ccc(-c2ncn(-c3ccc(Nc4nccc(-c5ccc(=O)[nH]c5)n4)cc3)n2)cn1	12	-5
COc1ccc(CCNc2nc(Nc3ccc(-n4ccnc4)cc3)nc3c2ncn3CCN2CCCC2=O)cc1	13	-3
O=C(NCCN1CCOCC1)c1cccc(-c2ccc(C(=O)NC3CC3)cc2)c1	-3	1
COc1ccc(Nc2nc(Nc3ccc(OCCN4CCCCC4)cc3)c3ncn(C(C)C)c3n2)cc1	33	57*
O=C1CCCN1CCCNc1cc(NCCCN2CCCC2=O)ncn1	-7	-12
Cc1[nH]nc2ccc(Nc3nccc(-c4cncc(N5CCOCC5)c4)n3)cc12	7	49*
CCc1cc(C(N)=S)ccn1	·	-5
FC(F)(F)c1cccc(CNc2nc(Nc3ncccn3)nc3c2ncn3C2CCCCC2)c1	2	0
Cc1cc(NCCOc2ccccc2)nc(-c2ccccc2)n1	-16	-22

Continued:
SMILES	ASK1 inh	ULK1 primary
CC(=O)c1cccc(-c2nc3ncnc(Nc4ccccc4)c3[nH]2)c1	17	2
c1ccc(CN2CCC(Nc3nc(NCCN4CCOCC4)c4ncn(-c5ccccc5)c4n3)CC2)cc1	-6	-9
Nc1cc(Nc2ccccc2)ncn1	-7	6
N#Cc1ccc(-n2cc(-c3ccncc3)cn2)cc1	·	38
CC(C)n1cnc2c(NCC3CCCO3)nc(-c3cccc(OC(F)(F)F)c3)nc21 (centres undefined)	-2	1
CN(C)c1cccc(Nc2ccc(N3CCC(C(=O)NCCO)CC3)nn2)c1	8	11
Cc1nc(C)n(-c2ccc(Nc3cc(-c4nn(CCCc5ccccc5)cc4-c4ccccc4)ccn3)cc2)n1	14	-31
Cc1ccccc1C(=O)N1c2ccc(S(C)(=O)=O)cc2NC(=O)C1Cc1ccccc1 (centres undefined)	·	1

Whole records as entered above.
N#Cc1ccc(-n2cc(-c3ccncc3)cn2)cc1 is listed as ASK1 inh = ·; ULK1 primary = 38
CC(=O)c1cccc(-c2nc3ncnc(Nc4ccccc4)c3[nH]2)c1 is listed as ASK1 inh = 17; ULK1 primary = 2

(continued)
SMILES	ASK1 inh	ULK1 primary
CC1=C(C(=O)OC(C)C)C(c2cccc([N+](=O)[O-])c2)C(C(=O)OC2CN(C(c3ccccc3)c3ccccc3)C2)=C(N)N1 (centres undefined)	·	-28
O=C(Cc1ccccc1)Nc1cnn(-c2cccc(C(=O)Nc3ccncc3)c2)c1	-4	-7
Clc1nc(Nc2ccc3c(c2)OCO3)c2ncn(-c3ccsc3)c2n1	-1	-7
CO[C@H](C(=O)[C@@H](O)[C@@H](C)O)[C@@H]1Cc2cc3cc(O[C@H]4C[C@@H](O[C@H]5C[C@@H](O)[C@H](O)[C@@H](C)O5)[C@H](O)[C@@H](C)O4)c(C)c(O)c3c(O)c2C(=O)[C@H]1O[C@H]1C[C@@H](O[C@H]2C[C@@H](O[C@H]3C[C@](C)(O)[C@H](O)[C@@H](C)O3)[C@@H](O)[C@@H](C)O2)[C@H](O)[C@@H](C)O1	·	-12
CN(C)c1cccc(Nc2cc(C(=O)NCCc3ccc(O)cc3)ccn2)c1	22	-1
C/C(=N\O)C1C(=O)c2ccccc2C1=O	·	-25
CC(C)n1cnc2c(NCc3cccnc3)nc(NCc3cccnc3)nc21	-4	7
O=C(Nc1ccc(-c2ccncc2)cc1OCCN1CCCC1)C1COc2ccc(F)cc2C1 (centres undefined)	-2	-12
CN(C)CCOc1cc(-c2cn[nH]c2)ccc1NC(=O)C1COc2c(F)cccc2C1 (centres undefined)	-7	4
O=C1CCCN1CCCNc1nc(NCc2ccc3c(c2)OCO3)nc2c1ncn2C1CCCCC1	-3	-37
NC1CCN(c2cccc(Cl)n2)CC1	·	-14
Clc1ccc2c(c1)CC(c1nc(Nc3cncnc3)c3ccccc3n1)CO2 (centres undefined)	-4	0
O=C(CSc1ccccc1)NCc1nc2ccncc2[nH]1	-13	-8
CCN(CC)c1nc(Nc2ccc(-n3ccnc3)cc2)nc(NC2CC2)n1	8	-5
Cc1cc(Nc2ccccc2)nc(N2CCc3ccccc3C2)n1	-3	15
COc1cc(Nc2nc(C(=O)NCCOc3ccccc3)cs2)cc(OC)c1OC	7	7
Cc1cc2c(cc1S(N)(=O)=O)S(=O)(=O)CCC2	·	-4
CS(=O)(=O)c1cc(C#N)c(N2CCNCC2)nc1-c1ccccc1C(F)(F)F	·	-2
Cc1nn(C)c(C)c1-c1nc(C(=O)Nc2ccccc2)cs1	-18	2
O=C(NCCOc1ccccc1)c1cccc(Nc2nccc3ccccc23)n1	11	11
COc1ccc(CCNc2nc(Nc3ccncn3)nc3c2ncn3-c2ccsc2)cc1	13	1
CN(C)c1cccc(Nc2nc(NC3CC3)c3ncn(-c4ccsc4)c3n2)c1	29	6
O=C(N[C@@H](Cc1c[nH]c2ccccc12)C(=O)O)c1ccc(Cl)cc1	·	-4
CCN(CCO)CCCC(C)Nc1ccnc2cc(Cl)ccc12 (centres undefined)	·	1

Laid out differently: entries from further up.
C[N+](C)(C)CC[N+]1(C)Cc2c(Cl)c(Cl)c(Cl)c(Cl)c2C1
  ASK1 inh = ·
  ULK1 primary = -7

O=C(NC1CC1)c1ccc(-c2nc(C(=O)Nc3ccc(N4CCOCC4)cc3)cs2)cc1
  ASK1 inh = -1
  ULK1 primary = 8

Cc1cccc(NC(=O)c2ccc(Br)o2)c1C1=CCC2(CC1)OCCO2
  ASK1 inh = 13
  ULK1 primary = 3

O=S1(=O)OC(c2ccc(O)cc2)(c2ccc(O)cc2)c2ccccc21
  ASK1 inh = ·
  ULK1 primary = 9

Continuation.
SMILES	ASK1 inh	ULK1 primary
COc1ccc(CCNc2cc(N3CCN(c4ccccn4)CC3)ncn2)cc1	-1	-12
FC(F)(F)c1ccc(Cn2cnc3c(NCCN4CCOCC4)nc(N4CCN(Cc5ccc6c(c5)OCO6)CC4)nc32)cc1	6	-42
O=C(NCCc1ccc(O)cc1)c1cccc(Nc2ccccc2)n1	0	-7
O=S1(=O)CCN(CN2CCS(=O)(=O)NC2)CN1	·	6
COc1ccc2c(c1)CC(C(=O)NC1CCNC(=O)c3[nH]ccc31)CO2 (centres undefined)	-17	3
c1ccc(CN2CCC(Nc3cc(-c4ccc(N5CCOCC5)nc4)ncn3)CC2)cc1	1	1
